CF NFkB inh: blocks PAF-induced NF-kB reporter in cystic fibrosis cells | KKLEB NF-kB-GFP reporter, GFP fluorescence overnight | inhibition, % at 5 µM | 360,000 compounds, 0.86% hits | AID 588850;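 active means at least 50% inhibition at 5 µM, scaled per plate between neutral and stimulator controls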;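 further: PAF is a Pseudomonas aeruginosa culture filtrate used as stimulus; plate controls were PAF-stimulated DMSO wells for no effect and unstimulated DMSO wells for full effect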
NR2E3 ag-1: agonists of human nuclear receptor NR2E3. Q9Y5X4. GST-NR2E3/biotin-RetCOR TR-FRET, 1536-well. inhibition of corepressor binding, % at 4.78 µM. 320,000 compounds, 0.12% hits. AID 2300;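 active means percent inhibition above the cutoff of mean plus 3 SD of all tested compounds, set per screening campaign, cut at about 20% in these data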;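 further: 0% = DMSO wells and 100% = biotin wells as full block of FRET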
Target sequence (Q9Y5X4 whole entry, looked up): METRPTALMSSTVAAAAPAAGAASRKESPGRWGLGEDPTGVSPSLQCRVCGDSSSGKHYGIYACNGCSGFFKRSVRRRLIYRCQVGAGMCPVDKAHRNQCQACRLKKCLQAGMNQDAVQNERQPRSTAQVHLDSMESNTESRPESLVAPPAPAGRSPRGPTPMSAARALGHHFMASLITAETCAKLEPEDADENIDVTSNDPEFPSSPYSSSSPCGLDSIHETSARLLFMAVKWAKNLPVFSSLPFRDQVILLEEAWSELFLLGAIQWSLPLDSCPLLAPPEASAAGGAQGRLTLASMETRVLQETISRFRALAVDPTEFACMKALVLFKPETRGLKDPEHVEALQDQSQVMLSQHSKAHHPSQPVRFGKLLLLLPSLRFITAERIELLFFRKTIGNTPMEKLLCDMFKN
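Format: 1536-well format; test system: GST-NR2E3 and biotin-RetCOR proteins; read-out basis: percent inhibition of TR-FRET ratio; timing: 5 h incubation at 4 °C; detection: time-resolved FRET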
PDI turbidity: blocks human protein disulfide isomerase activity; PDI insulin aggregation turbidity, A650, 90 min; inhibition, % at 10 µM; 350,000 compounds, 0.052% hits; P07237; AID 588391;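 active means mean inhibition across replicates of 30% or more, whatever share of single replicates reach that level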;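 further: absorbance from insulin aggregation driven by PDI reduction with DTT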
Target sequence (P07237 whole entry, looked up): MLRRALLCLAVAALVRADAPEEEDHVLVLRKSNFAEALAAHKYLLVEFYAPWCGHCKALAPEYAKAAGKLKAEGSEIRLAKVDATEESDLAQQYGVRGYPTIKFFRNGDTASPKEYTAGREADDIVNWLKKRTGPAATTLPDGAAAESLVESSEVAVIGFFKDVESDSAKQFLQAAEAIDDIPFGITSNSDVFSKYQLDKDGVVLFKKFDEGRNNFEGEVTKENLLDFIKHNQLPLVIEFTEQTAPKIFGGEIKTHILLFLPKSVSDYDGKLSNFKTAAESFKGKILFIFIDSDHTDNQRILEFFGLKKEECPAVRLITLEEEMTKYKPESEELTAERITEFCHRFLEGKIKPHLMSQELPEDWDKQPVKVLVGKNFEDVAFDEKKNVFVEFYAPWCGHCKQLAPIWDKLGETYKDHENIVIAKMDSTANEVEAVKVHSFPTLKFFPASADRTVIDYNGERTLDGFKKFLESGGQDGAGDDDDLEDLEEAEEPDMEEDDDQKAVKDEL
KKLEB tox: reduces viability of KKLEB cystic fibrosis airway cells; KKLEB CF airway cells viability, ATPlite luminescence, overnight; active compounds read low; cells stimulated with P. aeruginosa culture filtrate; activity change (cytotoxicity), % at 5 µM; 360,000 compounds, 0.36% hits;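 active means corrected activity change at or below -50% at 5 µM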
Vif imaging: HIV Vif inhibition; 340,000 compounds, 0.35% hits; HEK293T cells, Vif self-association by quenched fluorescence, imaging, 24 h; inhibition, % at 7.49 µM; AID 602346; in the data active means inhibition above about 50%, passing the limit was not always enough; further: some results filed as inactive read as strong as hits
CaV13 FRET inh: Disruptors of the CACNA1D IQ motif to Ca2+-dependent inactivation inhibitor domain association, primary screening, Förster resonance energy transfer in intact living …. 340,000 compounds, 0.098% hits. inhibition, % at 12.3 µM. HEK cells, CFP/YFP FRET ICDI-IQ, plate reader, 10 min; percent FRET-ratio fall versus neutral wells;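 active means mean replicate inhibition of at least 30% and at least 1% of replicates passing that level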;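 further: 0% = median of the neutral control wells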
HIF-2a inh: inhibitors of HIF-2a; inhibition, % at 18.8 µM; 360,000 compounds, 0.72% hits; 786-0 RCC cells HIF-2a reporter, luciferase luminescence, overnight;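 active means inhibition of the luminescence signal of 40% or more relative to plate controls, in a single-dose primary screen at 18.75 µM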
NR2E3 ag-2: human photoreceptor-specific nuclear receptor agonism | Q9Y5X4 | CHO-S Gal4-NCOR/VP16-NR2E3 two-hybrid, luciferase | inhibition of corepressor binding, % at 3.98 µM | 360,000 compounds, 0.35% hits | AID 602229;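 active means inhibition above the mean of all tested compounds plus 3 SD, cut at about 70% in these data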;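 further: 0% = DMSO with NR2E3 transfected cells and 100% = cells lacking NR2E3 construct; higher means lower luciferase signal from less NR2E3 corepressor binding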
Shn3 3UTR inh: reduces Shn3 3'UTR luciferase signal in osteoblasts; Clone20 osteoblast Shn3 3'UTR firefly luciferase, 24 h; inhibition, % at 12.5 µM; 360,000 compounds, 0.52% hits;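 active means mean inhibition of at least 75% with every replicate also reaching 75%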;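 further: 0% = median of neutral control wells and 100% = pilot-screen positive control compound; some compounds past the cut are filed as inactive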
TRPM1 prom inh: reduces MITF-dependent TRPM1 promoter luciferase signal; SK-MEL-5 TRPM1 promoter luciferase, 24 h; inhibition, % at 12.5 µM; 330,000 compounds, 0.83% hits; AID 488899;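 active means mean inhibition across replicates of 60% or more, whatever share of single replicates reaches that level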; further: values of inactives mirror those of a sister screen read the other way
Peg3 promoter: Peg3 promoter activity inhibition; 360,000 compounds, 1.7% hits; inhibition, % at 20 µM; HeLa PEG-Prom luciferase reporter, luminescence, overnight;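 active means inhibition of at least 50% at 20 µM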
The depositor's hits bear a star; . = no result given. This is a random part of the collection, and some 3.3% of all compounds hit somewhere here.

entry | canonical_smiles | CF NFkB inh | NR2E3 ag-1 | PDI turbidity | KKLEB tox | Vif imaging | CaV13 FRET inh | HIF-2a inh | NR2E3 ag-2 | Shn3 3UTR inh | TRPM1 prom inh | Peg3 promoter
1 | O=C(NCc1ccco1)C12CN(Cc3ccccc3)CC1C(c1cccc([N+](=O)[O-])c1)=NO2 (stereo unspecified) | -17 | 6 | 3 | -19 | -4 | -11 | -20 | 3 | 11 | -9 | -1
2 | COc1ccc(S(=O)(=O)c2ccc(O)cc2)cc1 | -2 | -1 | 24 | -2 | 1 | -5 | 3 | -12 | -6 | 5 | -4
3 | COc1cccc(-n2cnc3sc(C)c(C)c3c2=O)c1 | 20 | -3 | -6 | -9 | 5 | -9 | -67 | -6 | -69 | -9 | -51
4 | CC(C)OCCc1cccc[n+]1[O-] | 2 | . | . | -7 | 1 | . | -10 | 12 | -49 | . | 0
5 | O=C(N/N=C/c1ccc(OC(F)F)cc1)c1cccc(S(=O)(=O)N2CCOCC2)c1 | -16 | 3 | -6 | 6 | -2 | 5 | 4 | -7 | 10 | 6 | 3
6 | COc1ccccc1CN1CC(C(=O)NCCc2ccccc2Cl)CCC1=O (stereo unspecified) | 7 | 1 | 3 | -7 | 7 | -2 | -114 | -45 | -45 | -12 | -80
7 | Cc1cc(C(=O)Nc2ccccc2C(F)(F)F)no1 | 8 | 1 | 7 | 1 | 2 | -9 | -7 | -8 | -2 | -12 | -5
8 | O=C(OCC(=O)N1CCCCCC1)c1ccccc1Br | 16 | 4 | 3 | -25 | 13 | -2 | -238 | -85 | -30 | -70 | -248
9 | CCSc1ccccc1C(=O)NCc1ccc(S(N)(=O)=O)cc1 | -8 | 0 | -6 | 1 | 1 | -9 | 13 | -13 | -5 | 1 | 10
10 | CC1C(=O)CC(c2ccc([N+](=O)[O-])cc2)NC1c1ccc([N+](=O)[O-])cc1 (stereo unspecified) | -23 | -2 | 0 | -15 | 16 | -4 | 17 | -22 | -2 | 5 | 14
11 | CC(=O)N(c1ccccc1)C(C)c1nc(C#N)c(C#N)nc1C (stereo unspecified) | -2 | 4 | -4 | 12 | 0 | -2 | 1 | 11 | -2 | -4 | 0
12 | N#Cc1c(F)cccc1NCc1cccnc1 | 7 | -4 | -1 | -2 | . | -7 | 10 | -46 | -2 | -9 | 12
13 | CCC1SC(CC)C(=O)N(CC(=O)NC2CCCCC2)C1=O (stereo unspecified) | 10 | . | 5 | 1 | 0 | -6 | 19 | -15 | -3 | 13 | 7
14 | O=C(O)CCCC(=O)Nc1ccccc1C(=O)O | 11 | -1 | 1 | -1 | 3 | -3 | 3 | -14 | -14 | 15 | 1
15 | C=CCn1c(SCC(=O)Nc2ccc3c(c2)OCCO3)nnc1-c1ccccn1 | 5 | 1 | 2 | -4 | 14 | -5 | -1 | -13 | -9 | 10 | 4
16 | COc1ccc(C2=NCC(CSc3nnnn3C)S2)cc1 (stereo unspecified) | -19 | 0 | -8 | 6 | 31 | -5 | -54 | 2 | -20 | -23 | -56
17 | CCCCCC1CC(CC/C(C)=N/NC(N)=O)C(=O)O1 (stereo unspecified) | -4 | -2 | -1 | 6 | -2 | -4 | 10 | -16 | 8 | -7 | 3
18 | COC(=O)Cn1cnc2c(nnn2Cc2ccc(Cl)cc2)c1=O | 2 | 5 | 12 | -20 | -5 | -10 | 10 | -33 | -20 | 3 | 5
19 | Cc1ccc(-c2nc(N)sc2CC(=O)OCC(=O)NCC2CCCO2)cc1 (stereo unspecified) | 11 | 0 | 2 | -17 | -2 | 4 | 11 | -3 | -6 | 4 | -2
20 | CC1=C(C(=O)OC(C)C)C(c2cccs2)C(C(=O)OC(C)C)=C(C)N1 | -6 | 0 | 5 | -4 | -18 | -3 | 9 | 7 | 13 | -6 | 24
21 | O=C1CCCCC(=O)c2ccccc2N1 | -1 | -1 | 1 | 4 | -3 | -4 | 8 | -8 | -3 | 4 | -5
22 | O=C1OCC2=C1C(c1ccc3c(c1)OCO3)c1cc3c(cc1O2)OCO3 (stereo unspecified) | 14 | . | 2 | -1 | 7 | -9 | 18 | -28 | -7 | 2 | 24
23 | O=C(CN(Cc1ccco1)S(=O)(=O)c1cccs1)Nc1ccccc1C(F)(F)F | 20 | 3 | 14 | -3 | 13 | -6 | 7 | -37 | 3 | 11 | 17
24 | O=C1C(=O)N(CCS(=O)(=O)c2ccccc2)c2ccc(F)cc21 | 66* | 1 | -1 | -17 | 5 | -2 | -13 | -33 | -3 | 55 | 5
25 | Cc1ccc(N(CC(O)CN2CCCCC2)S(=O)(=O)c2ccccc2[N+](=O)[O-])cc1 (stereo unspecified) | 17 | -3 | 1 | -2 | 12 | -5 | 10 | -7 | 0 | -4 | -1
26 | CCN1CCN(C(=O)CCCn2c(C)c3cnn(-c4ccccc4)c(=O)c3c2C)CC1 | 31 | 4 | . | -13 | 19 | -3 | -15 | 1 | -11 | . | 7
27 | Cc1ccccc1C(=O)NC(=S)NCCC1=CCCCC1 | -12 | 0 | -3 | -6 | -1 | -4 | -47 | 22 | 0 | -14 | -27
28 | Cc1ccc(N2C(=O)C(CN3CCOCC3)C2c2ccccc2)cc1 (stereo unspecified) | -11 | 5 | -7 | 6 | 8 | 2 | 6 | -20 | 10 | 5 | 12
29 | O=C(CC(NC(=O)c1ccccc1)c1ccccc1)NCc1ccccc1 (stereo unspecified) | -5 | . | -8 | 1 | 12 | -6 | 0 | -5 | -3 | 5 | 1
30 | COc1ccc(NC(=O)C2CCCN(S(=O)(=O)c3cccs3)C2)cc1OC (stereo unspecified) | 11 | -2 | 1 | 12 | -4 | -5 | -7 | -9 | 11 | 11 | 14
31 | Cc1oc(-c2ccccc2Cl)nc1CSc1nc2c(c(=O)[nH]1)CCC2 | 3 | 2 | 1 | -3 | 7 | -6 | 15 | -2 | 5 | 17 | 19
32 | CCn1c(=O)cc(C(F)(F)F)[nH]c1=S | -16 | 4 | -6 | 15 | -13 | 5 | 14 | -26 | 17 | 4 | -6
33 | O=C(Nc1ccc(F)cc1F)c1ccc(-n2cncn2)nc1 | 1 | 0 | -1 | -11 | 4 | . | -6 | -11 | 7 | 1 | -9
34 | O=c1[nH]nc(SCc2nnc(-c3ccc([N+](=O)[O-])cc3)o2)n1C1CCCCC1 | 2 | 3 | 5 | 2 | 7 | -5 | 3 | 13 | 17 | 5 | 14
35 | COCCNC(=O)CN(c1cccc(OC)c1)S(=O)(=O)c1ccc(C)cc1 | 7 | 5 | 1 | 3 | . | -4 | 17 | 1 | 4 | 1 | -1
36 | Cc1ccc(NC(=O)C(=O)Nc2ccc(C)cn2)nc1 | -9 | 3 | 1 | 2 | 8 | -6 | -258 | -10 | -68 | -77 | -183
37 | Cc1cc2nc(Cl)c(Cl)nc2cc1C | -7 | -2 | 6 | 8 | 67* | -3 | 16 | 23 | -11 | -2 | 22
38 | C[C@@H]1C(c2cccc(Cl)c2)=NN(c2ccccc2)[C@H]1C(=O)N1CCOC1=O | -18 | . | 2 | 8 | -3 | -6 | 14 | -35 | 32 | 14 | -29
39 | O=C1c2ccccc2C(=O)N1CC(=O)N1c2ccccc2Sc2ccccc21 | -13 | 1 | 1 | 2 | 0 | -9 | 14 | 8 | -4 | 6 | 23
40 | Cc1ccc(-n2c(SCC(=O)NCc3cccs3)nnc2-c2ccoc2C)cc1 | 0 | 2 | -4 | -5 | -1 | -1 | 15 | -19 | -2 | 0 | 11
41 | COc1ccc(N=Nc2ccc(N)nc2N)cc1 | -32 | -12 | 7 | 20 | -2 | -9 | -342 | -158 | -58 | -66 | -358
42 | CC(C)C[C@H](NC(=O)Nc1ccccc1F)C(=O)O | 0 | 1 | 14 | 0 | 7 | -5 | 11 | -13 | 9 | -9 | 12
43 | CC1CC(C)CN(C(=O)c2cc(-c3ccccn3)nc3ccccc23)C1 (stereo unspecified) | -7 | 0 | -14 | -18 | 11 | -5 | 12 | -10 | -1 | -18 | 13
44 | CSCCCNC(=S)N1CCN(S(=O)(=O)c2cccc(C(F)(F)F)c2)CC1 | -5 | 1 | -1 | -10 | 6 | -5 | 12 | -44 | -27 | -3 | 14
45 | O=C(Nc1nnc(S(=O)(=O)N2CCOCC2)s1)c1ccc(Cl)cc1 | 22 | 4 | . | 2 | -1 | -7 | -33 | -6 | -4 | . | -8
46 | COc1ccc(N2CCN(C(=O)COC(=O)CNC(=O)c3ccccc3)CC2)cc1 | -17 | 2 | 21 | 0 | -5 | . | 5 | -25 | -7 | -1 | 15
47 | CCn1c(=O)n(CC)c2cc(N3CCCC3)c(NC(=O)c3ccccc3C)cc21 | 1 | -3 | -3 | -1 | 9 | -6 | 10 | 24 | -7 | -10 | -8
48 | Cc1cc(C(=O)COC(=O)c2ccc[nH]c2=O)c(C)n1CCc1ccc(F)cc1 | -8 | 4 | 3 | 14 | -2 | -5 | 1 | -39 | 1 | 8 | 4
49 | Cc1ccc(OCCNC(=O)CCNC(=O)c2ccc(Cl)cc2)cc1 | -29 | 0 | -1 | 7 | 0 | -6 | 6 | -10 | -5 | 2 | 14
50 | O=C1OC(c2cccs2)=N/C1=C\c1ccc(-c2cccc(Cl)c2)o1 | -14 | -1 | -7 | 0 | -5 | -6 | -19 | -21 | -3 | 5 | 9
51 | O=C(CCCCCCCCCCC(=O)NCc1cccnc1)NCc1cccnc1 | 5 | 5 | -4 | 15 | 4 | -5 | 9 | 29 | 45 | 8 | 10
52 | COc1ccc(-n2nc(C(=O)NCC(=O)N3CCN(c4ccccc4)CC3)c3ccccc3c2=O)cc1OC | 11 | -1 | -3 | -8 | 5 | -4 | -151 | -57 | -51 | -117 | -116
53 | CNC(=O)COC(=O)c1cc(-c2ccccc2)nn1-c1ccccc1 | -15 | 5 | -4 | -1 | 20 | -3 | 8 | -28 | -3 | -3 | -2
54 | CCNC(=O)COC(=O)c1cc(S(=O)(=O)N2CCCCC2)ccc1C | -10 | 1 | -4 | -2 | -2 | -4 | 10 | 21 | -20 | -3 | 5
55 | COc1ccccc1/C=C/C(=O)NCC(=O)N/N=C/c1ccc2c(c1)OCO2 | -10 | -1 | 9 | -13 | 18 | -15 | 9 | 19 | 9 | -39 | 0
56 | Cc1ccc2nc(Cl)c(-c3ccccc3)cc2c1 | 0 | 1 | -4 | -2 | 5 | -3 | -137 | 6 | -52 | . | -94
57 | O=C(CN1CCCCC1)N1CCCc2c1c(=O)oc1ccc(OCc3ccccc3)cc21 | 1 | 4 | 0 | -10 | 1 | -4 | 5 | -4 | 49 | 0 | 23
58 | CCn1ccnc1CN1CCN(CC=C(C)C)C(CCO)C1 (stereo unspecified) | -5 | 5 | 22 | 7 | -2 | -3 | 5 | -11 | 10 | 1 | 8
